Assay outcomes: PubChem BioAssay, several laboratories
PMI inhibitors: inhibitors of human PMI, primary screen, biochemical, fluorescence intensity, coupled assay (AID 1209); purified PMI enzyme, coupled fluorescence intensity; higher % means a stronger effect; inhibition, % at 20 µM, or IC50 in µM where a hit was titrated; 190,000 compounds, 0.42% hits;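 further: plate controls were DMSO vehicle for no effect and wells lacking substrate for full effect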
T cell modulator: T cell immune modulators affecting CD8 T cell-vesicle binding. 2C CD8+ T cell-vesicle binding, flow cytometry; active compounds read low. 330,000 compounds, 0.068% hits. AID 2052. calls only at 7 µM;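 active means response, share of CD8 T cells binding vesicles, and their 90th percentile fluorescence all below set limits, cut at about 80% in these data, passing the limit was not always enough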
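Also added: QL9-peptide-loaded Drosophila micro-vesicles bearing Ld, ICAM-1 and B7-1; Test system: purified 2C TCR transgenic mouse naive CD8+ T cells; Measured by: cytometric PE anti-B7-1 and Alexa647 anti-CD8 signals after 1% paraformaldehyde fixation; Timing: binding step 1.5 h, 37 °C, antibody labelling 20 min, ice.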
Hep lipid drop: modulators of hepatic lipid droplet formation. AML12 mouse hepatocytes, oleate lipid droplets, BODIPY imaging. 240,000 compounds, 0.4% hits. AID 1656. inhibition, % at 6.5 µM;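 active means lipid droplet intensity inhibited by at least 50%, with more than 500 cells counted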
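Assay system: AML12 mouse liver cells | Compound dosing: One dose, 6.5 µM compound | Read-out basis: Droplet intensity reduction, % inhibition | Measured by: Fluorescence imaging, 20x objective, two fields per well | Schedule: Overnight treatment with compound plus oleate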
MT stabilize HCS: stabilizes microtubules in HeLa cells. HeLa tubulin immunostaining HCS, 24 h; share of cells brighter than vehicle mean+2SD. 200,000 compounds, 0.83% hits. % tubulin-high responders, % at 10 µM. AID 2205;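 active means plate Z-score above 3 for both tubulin-high and condensed-nucleus cell shares, with cell loss under 80%, at 10 µM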;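 further: anti alpha tubulin signal scored within the nucleus-defined area of each cell; some results filed as inactive read as strong as hits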
TNAP activation fold: stimulation of alkaline phosphatase TNAP activity – biochemical, luminescent, no phosphate acceptor, uHTS, primary screen (AID 1001). purified TNAP, luminescent activation assay, no phosphate acceptor; higher activation fold means a stronger effect. one-dose activation fold at 20 µM; EC50 in µM for titrated hits. 200,000 compounds, 0.03% hits; in the data active means activation fold from about 3, or a potency from the dose series; inactive means the rest, 99 in 100 with activation fold below about 1.6; further: many of its hits are not listed in these tables
PMI inhibition: MPI inhibition at elevated mannose 6-phosphate – biochemical, fluorescence intensity, high mannose 6-phosphate, primary screen (AID 1220); recombinant PMI enzyme, coupled fluorescence intensity; higher % means a stronger effect; one-dose inhibition, % at 20 µM; IC50 in µM for titrated hits; 190,000 compounds, 0.66% hits
bCat nuc transl: modulators of beta-catenin nuclear translocation; nuclear translocation activity, % at 5 µM; 190,000 compounds, 0.3% hits; HeLa beta-catenin nuclear translocation, immunofluorescence imaging;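 active means nuclear translocation activity above 50% at 5 µM, with a well cell count of 50 or more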;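 further: per-cell ratio of nuclear to cytoplasmic median beta-catenin stain intensity; plate controls were DMSO negative control for no effect and GSK-3 inhibitor IX positive control for full effect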
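Signal – beta-catenin immunofluorescence imaging with DAPI · Test system – human HeLa cell line · Dosing – 5 µM primary single dose, 0.1% DMSO, 0.02–20 µM confirmation series · Measure – % activation, nuclear-to-cytoplasmic median beta-catenin signal ratio per cell · Incubation – 24 h compound exposure at 37°C, 5% CO2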
Autophagy HCS: modulators of autophagy. MEF GFP-LC3 puncta imaging; test concentration mostly 10 µM. calls only at 10 µM (by protocol). 190,000 compounds, 0.98% hits. AID 463193;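 active means percentage of spot-positive cells more than 3 SD above its plate mean, without a fluorescence outlier flag or 80% toxicity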;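 further: spot-positive cell cutoff set from DMSO-treated cells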
Ins promoter up: MIN6 insulin promoter up-regulation; 190,000 compounds, 0.3% hits; z-score at 5 µM; AID 1625; MIN6 insulin promoter-GFP reporter, high-content imaging; active compounds read high;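 active means z-score above 3 at 5 µM with at least 500 cells counted in the well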
Ins promoter up cell count: recorded beside Ins promoter up, whose call it bears; cell count; measured here: cytotoxicity, nuclei count;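 total cells summed across four imaged fields per well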
Hep lipid drop cells 6.5 µM: recorded beside Hep lipid drop, whose call it bears; cell count; measured here: cell count, cytotoxicity flag;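 cells counted across two imaged fields per well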
bCat nuc transl cell count 5 µM: further read-out of bCat nuc transl, marked with its call; cell count; measured here: cell count, cytotoxicity flag
T cell modulator vesicle-bound %: second read-out of T cell modulator, no call of its own (marks repeat the call); double positive events, %; measured here: CD8+ vesicle-bound cell fraction;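 binding gate set so that unloaded-vesicle control wells show 10% double positive cells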
MT stabilize HCS Hoechst-high %: second read-out of MT stabilize HCS, no call of its own (marks repeat the call); % Hoechst-high responders; measured here: nuclear condensation Hoechst responders;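 share of cells brighter than vehicle mean plus two SD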
MT stabilize HCS cytotoxicity %: recorded beside MT stabilize HCS, whose call it bears; toxicity, %; measured here: cytotoxicity by cell density;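 0% = mean cell density of plate MIN control wells and 100% = no cells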
Autophagy HCS cell loss 18 h: also measured in Autophagy HCS; calls as there; toxicity, %; measured here: cell loss, nuclei count;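 cell loss after 18 h compound exposure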
An asterisk follows results filed as active; i = inactive; / = not tested or not shown. Unless noted, no stated cut-off is given here; in the data, active means inhibition above about 50%; inactive means the rest.

SMILES	PMI inhibitors	T cell modulator	T cell modulator vesicle-bound %	Hep lipid drop	Hep lipid drop cells 6.5 µM	MT stabilize HCS	MT stabilize HCS Hoechst-high %	MT stabilize HCS cytotoxicity %	TNAP activation fold	PMI inhibition	bCat nuc transl	bCat nuc transl cell count 5 µM	Autophagy HCS	Autophagy HCS cell loss 18 h	Ins promoter up	Ins promoter up cell count
CCc1nnc(NC(=O)c2ccc(Cl)c(S(=O)(=O)N3CCc4ccccc43)c2)s1	0%	i	55	2	863	3.1	1.4	7.0	1	-9%	-4.4	1276	i	-14	-0.29	963
CN(C)S(=O)(=O)c1ccc(C(=O)NCCSc2ccccc2)cc1	4%	i	28	2	763	2.6	1.3	7.9	1	2%	-0.8	1004	i	5	2.3	784
COC(=O)c1ccccc1NC(=O)C12CCC(C)(C(=O)O1)C2(C)C (stereo not given)	15%	i	42	-2	773	2.6	1.8	6.0	1.1	11%	-0.2	973	i	-4	0.98	1286
Cn1cccc1/C=C(/C#N)C(N)=S	-10%	i	42	7	659	3.0	2.1	1.6	1	5%	0.0	535	i	11	0.03	1381
COC(=O)c1cccc(Nc2nc3ccccc3nc2C)c1	7%	i	29	/	/	2.8	4.7	6.6	1.1	0%	-2.3	1492	i	3	0.01	1633
CCCN(c1ccc(OCC)cc1)c1ncnc2nc[nH]c12	12%	i	47	6	659	2.3	1.8	4.1	1.7	7%	-4.3	1182	i	16	-0.77	1965
O=C(N/N=C/c1cccc([N+](=O)[O-])c1)c1ccc(Br)cc1	/	i	42	-56	641	3.8	3.0	8.1	1	/	0.4	1582	i	3	0.25	1590
CCOC(=O)c1c(-c2ccccc2)nc2ccc(Cl)cn12	0%	i	28	/	/	2.3	2.1	9.0	1.1	-4%	/	/	i	11	/	/
O/N=C\c1cccn1-c1ccc(Br)cc1	-13%	i	48	12	767	2.3	1.7	8.7	1.1	-14%	-1.1	1093	i	-6	0.73	728
O=C(N/N=C/c1ccncc1)c1ccccc1OCc1ccc(Br)cc1	-4%	i	55	-7	562	1.1	9.3	2.4	1	-7%	-4.5	538	i	-4	0.13	1222
Nc1nc(SCC(=O)Nc2ccc(Cl)cn2)n[nH]1	-4%	i	66	23	730	2.2	2.7	7.2	0.9	6%	-0.3	983	i	6	0.61	1273
CC(C)(C)c1cc(C(=O)N/N=C/c2ccccc2O)n(-c2ccccc2)n1	0%	i	27	11	668	2.2	0.9	22	2.3	-6%	-0.6	962	i	15	-0.71	551
CCCCN(C)C(=O)CC(NS(=O)(=O)c1ccc(NC(C)=O)cc1)C(C)C (stereo not given)	-10%	i	44	-9	673	1.7	1.7	5.0	1.2	-7%	-1.5	1075	i	-24	0.41	1300
CCOC(=O)c1c(N)sn(-c2ccccc2)c1=S	15%	i	22	-4	663	4.4	1.2	2.2	1.1	18%	-0.6	1070	i	-7	0.02	1322
O=C(N/N=C/c1ccncc1)C12CC3CC(CC(C3)C1)C2	-6%	i	23	33	688	2.4	2.0	6.8	1.1	0%	-2.5	1093	i	4	0.09	1208
CCn1c(SCC(=O)NCCc2ccccc2)nnc1-c1cccs1	8%	i	13	/	/	2.2	1.7	9.6	1	11%	2.1	1110	i	13	-0.36	977
CCc1ccccc1NC(=O)/C(C#N)=C\c1ccc(Sc2ccccc2)o1	7%	i	28	/	/	1.0	1.1	10	0.9	4%	-0.9	1360	i	8	0.09	1717
N#C/C(=C\c1ccco1)c1nc2ccccc2s1	8%	i	12	-2	576	3.3	2.4	3.7	1	3%	1.1	915	i	-4	-0.21	1270
COc1cccc(C(=O)NC(=S)Nn2cnnc2)c1OC	30%	i	52	18	682	5.6	2.3	10	1.2	-2%	-1.3	1007	i	3	0.59	1148
CCOc1ncccc1C(=O)Nc1nc(C(C)(C)C)cs1	4%	i	52	16	766	3.7	2.8	7.5	1	4%	-0.3	1037	i	-1	/	/
COc1ccccc1NS(=O)(=O)c1ccc2oc(SCc3ccc(C#N)cc3)nc2c1	23%	i	40	-63	584	2.0	2.1	8.1	1.1	12%	-0.8	948	i	10	0.4	1106
Cc1ccc(N(CCC(=O)O)S(=O)(=O)c2cccc(C(F)(F)F)c2)cc1	-11%	i	38	-3	793	2.3	3.0	10	1.1	-11%	-2.6	1091	i	24	1.8	1042
Cn1c(=O)c2c(=O)cc(NNC(=O)C(C)(C)C)[nH]c2n(C)c1=O	18%	i	29	-1	744	2.0	1.3	6.7	1.1	20%	-0.4	1089	i	-10	-0.76	1339
COc1cccc(-c2nc(-c3ccc(NC(=O)c4cccs4)cc3)no2)c1	-1%	i	47	/	/	1.8	1.4	6.0	1.1	-3%	-0.3	1386	i	10	0.8	1422
CCn1c(=O)c2cc(C(=O)NCCN3CCOCC3)sc2c2ccccc21	6%	i	19	/	/	8.4	3.3	6.6	1.1	6%	/	/	i	10	0.88	892

Reprinted at random: 3 compounds from above
SMILES	PMI inhibitors	T cell modulator	T cell modulator vesicle-bound %	Hep lipid drop	Hep lipid drop cells 6.5 µM	MT stabilize HCS	MT stabilize HCS Hoechst-high %	MT stabilize HCS cytotoxicity %	TNAP activation fold	PMI inhibition	bCat nuc transl	bCat nuc transl cell count 5 µM	Autophagy HCS	Autophagy HCS cell loss 18 h	Ins promoter up	Ins promoter up cell count
CCCN(c1ccc(OCC)cc1)c1ncnc2nc[nH]c12	12%	i	47	6	659	2.3	1.8	4.1	1.7	7%	-4.3	1182	i	16	-0.77	1965
Cn1c(=O)c2c(=O)cc(NNC(=O)C(C)(C)C)[nH]c2n(C)c1=O	18%	i	29	-1	744	2.0	1.3	6.7	1.1	20%	-0.4	1089	i	-10	-0.76	1339
Cn1cccc1/C=C(/C#N)C(N)=S	-10%	i	42	7	659	3.0	2.1	1.6	1	5%	0.0	535	i	11	0.03	1381

(further entries)
SMILES	PMI inhibitors	T cell modulator	T cell modulator vesicle-bound %	Hep lipid drop	Hep lipid drop cells 6.5 µM	MT stabilize HCS	MT stabilize HCS Hoechst-high %	MT stabilize HCS cytotoxicity %	TNAP activation fold	PMI inhibition	bCat nuc transl	bCat nuc transl cell count 5 µM	Autophagy HCS	Autophagy HCS cell loss 18 h	Ins promoter up	Ins promoter up cell count
O=C(CCc1nnc(COc2ccccc2)o1)NC1(c2ccccc2)CC1	-1%	i	52	-3	602	2.7	2.1	3.8	1.1	-5%	0.5	1532	i	5	-0.08	1474
CC1CCCCN1S(=O)(=O)c1ccc(NC(=O)c2cccs2)cc1 (stereo not given)	6%	i	23	-13	797	1.4	1.0	5.2	1.1	4%	3.9	1047	i	0	0.35	942
O=C(N/N=C/c1c(O)n(Cc2ccccc2)c(=O)c2ccccc12)c1cccnc1	-25%	i	42	1	660	3.9	3.4	8.6	1.7	-10%	-4.0	1048	i	-4	0.67	1301
NC(N)=N/N=C/c1ccc(OCc2ccc(Cl)cc2)cc1	-12%	i	19	/	/	85	2.5	96	1	-12%	33	1115	i	14	-1.5	903
CCCn1c(CNC(=O)c2ccccc2)nc2ccccc21	1%	/	/	/	/	4.7	3.3	7.0	1.1	7%	3.1	1321	i	11	0.18	1443
C/C(=N\Nc1cccc(Cl)c1)c1ccc(-n2ccnc2)cc1	-75%	i	38	15	641	3.2	2.7	4.1	1	-163%	-3.6	576	i	-23	-0.63	1255
CCCCCC#CCC#CCC#CCC#CCCCC(=O)O	-13%	i	27	1	685	2.7	1.9	2.3	1	-6%	-1.4	616	i	12	/	/
CCOc1ccc(C(=O)CCN2CCCCC2)cc1	18%	i	43	/	/	4.4	3.0	7.1	1.1	15%	-2.1	832	i	8	1.4	1133
Cc1nnc(SCC(=O)NC2CCS(=O)(=O)C2)n1-c1ccccc1 (stereo not given)	-8%	i	32	13	722	2.1	1.9	8.7	1.1	-3%	1.6	1055	i	-4	-0.05	1219
O=C(COC(=O)c1ccc2c(c1)OCO2)Nc1nc(-c2ccccc2)cs1	-3%	i	30	16	727	3.5	1.4	0.9	1.1	-4%	0.2	1545	i	14	0.6	1425
Cc1nccn1CCCN1C(=O)CNC1=S	3%	i	40	2	661	3.6	3.6	6.9	1.3	2%	-2.1	967	i	-12	/	/
O=S(=O)(Nc1cc(S(=O)(=O)N2CCOCC2)ccc1N1CCCC1)c1cccs1	-19%	i	54	9	692	11	2.3	2.9	1.1	-7%	-3.8	1080	i	5	-1.5	1226
Cc1ccc(-c2c3c(=O)n(C)c(=O)n(C)c3cn2-c2ccccc2O)cc1	-19%	i	15	/	/	2.1	2.9	1.7	0.9	-6%	-4.3	746	i	-14	-1.1	1346
COC(=O)c1c[nH]n2c(=O)cc(CCl)nc12	18%	i	44	-3	664	2.5	2.3	12	1.1	15%	0.2	1123	i	-33	0.75	1890
COc1ccc2c(C)cc(C)nc2n1	/	i	47	-6	699	/	/	/	/	/	-0.9	1285	/	/	0	1117
O=C(/C=C/c1cccc([N+](=O)[O-])c1)NC(=S)Nc1ccccc1C(=O)O	1%	/	/	-7	723	2.5	1.5	0.6	1	-2%	-1.3	1118	i	-8	-0.82	1359
CC(=O)Nc1cc(C(=O)c2ccccc2)ccc1N1CCOCC1	-1%	i	58	8	634	3.3	2.4	6.7	1.1	0%	-3.7	1105	i	-9	-0.81	1866
Cc1ccc2cc(C(c3nnnn3C(C)(C)C)N3CCCC3)c(=O)[nH]c2c1C (stereo not given)	-28%	/	/	/	/	/	/	/	1	-32%	-8.4	954	/	/	0.93	1362
CC1(C)C([N+](=O)[O-])C(c2ccc(O)cc2)NC(c2ccc(O)cc2)C1[N+](=O)[O-] (stereo not given)	12%	i	43	1	621	5.2	3.8	5.6	1.2	-4%	-1.3	1041	i	-19	-0.18	2165
O=C(Cn1cncn1)N/N=C/c1c2ccccc2cc2ccccc12	8%	i	46	/	/	5.5	2.7	4.0	1	2%	-3.7	941	i	18	-0.36	1396
COC(=O)/C=C1\OC(c2ccccc2)=CC1=O	-2%	i	61	-26	676	2.8	1.7	5.7	1.1	-10%	-1.2	974	i	21	-0.11	1320
Cc1ccc(NCN2C(=O)C3C4C=CC(C4)C3C2=O)cc1 (stereo not given)	11%	i	37	/	/	1.7	1.9	14	1.1	17%	-7.6	1052	i	11	0.35	1177
